Source: PubChem BioAssay (several laboratories)
Rpn11 inh = Rpn11 (PSMD14) deubiquitinase inhibitors, primary screen, biochemical, fluorescence polarization, uHTS; AID 588493, 2011; calls only at 20 µM; 360,000 compounds, 0.59% hits; 26S proteasome non-ATPase regulatory subunit 14 (Homo sapiens), O00487; human 26S proteasome, Ub4-pepOG fluorescence polarization; 20S core pre-blocked with epoxomicin;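 active = inhibition at 20 µM, scaled to each plate's controls, above about 33%, limit read from the data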
Target sequence (O00487 whole entry, looked up): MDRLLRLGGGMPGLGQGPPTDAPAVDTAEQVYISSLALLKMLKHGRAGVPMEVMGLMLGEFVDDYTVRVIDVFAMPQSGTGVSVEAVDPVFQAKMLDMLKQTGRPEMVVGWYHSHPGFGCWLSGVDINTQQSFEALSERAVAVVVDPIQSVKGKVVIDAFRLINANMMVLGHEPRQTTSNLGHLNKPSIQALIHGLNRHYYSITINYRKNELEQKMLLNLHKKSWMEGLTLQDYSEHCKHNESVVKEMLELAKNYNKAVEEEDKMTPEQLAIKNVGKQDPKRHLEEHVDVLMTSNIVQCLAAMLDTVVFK
STEP block = STEP phosphatase inhibitors, primary screen, biochemical, fluorescence intensity, uHTS; Tyrosine-protein phosphatase non-receptor type 5 (Homo sapiens), P54829; recombinant STEP, OMFP fluorogenic substrate; inhibition, % at 20 µM; 360,000 compounds, 0.25% hits; AID 588621, 2011;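 active = inhibition at 20 µM, scaled per plate between control wells, above about 37%, limit read from the data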;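 note: 0% = DMSO with enzyme and substrate and 100% = substrate only without enzyme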
Target sequence (P54829 whole entry, looked up): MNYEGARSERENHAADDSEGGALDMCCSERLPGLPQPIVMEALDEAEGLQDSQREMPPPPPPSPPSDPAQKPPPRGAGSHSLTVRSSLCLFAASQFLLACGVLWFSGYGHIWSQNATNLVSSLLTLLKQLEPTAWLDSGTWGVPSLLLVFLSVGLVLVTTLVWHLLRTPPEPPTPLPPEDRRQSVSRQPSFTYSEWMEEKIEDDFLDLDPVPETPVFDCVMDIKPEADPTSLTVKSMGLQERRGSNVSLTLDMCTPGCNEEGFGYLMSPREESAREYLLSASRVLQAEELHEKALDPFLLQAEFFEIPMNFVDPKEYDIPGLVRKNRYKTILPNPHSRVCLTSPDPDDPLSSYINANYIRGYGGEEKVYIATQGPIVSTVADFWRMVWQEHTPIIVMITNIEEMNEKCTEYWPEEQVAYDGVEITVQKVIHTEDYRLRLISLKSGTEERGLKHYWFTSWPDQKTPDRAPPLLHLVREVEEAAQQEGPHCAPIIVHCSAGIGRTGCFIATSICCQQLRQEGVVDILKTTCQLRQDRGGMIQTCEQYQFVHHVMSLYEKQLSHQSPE
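Also added – OMFP at 25 µM · Test system – STEP tyrosine phosphatase · Technique – FITC-channel fluorescence of OMFP product · Schedule – 20 min at room temperature, dark · Evaluation – control-normalized % inhibition with plate pattern correction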
SUMO1-SIM PPI = modulators of SUMO1 protein-protein interactions, primary screen, biochemical, uHTS. Small ubiquitin-related modifier 1 (Homo sapiens), P63165. SUMO1 binding to a labelled peptide, TR-FRET, 1 h. inhibition, % at 20 µM. 360,000 compounds, 0.33% hits. AID 602429, 2012; in the data active = inhibition above about 37%
Target sequence (P63165 whole entry, looked up): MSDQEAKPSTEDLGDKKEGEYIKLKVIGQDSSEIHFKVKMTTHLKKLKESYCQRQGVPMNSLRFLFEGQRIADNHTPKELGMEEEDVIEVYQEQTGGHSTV
Tb MetRS inh = T. brucei MetRS inhibitors, primary screen, biochemical, luminescence. methionyl-tRNA synthetase (Trypanosoma brucei brucei). purified T. brucei MetRS, ATP depletion, Kinase-Glo luminescence. inhibition, % at 11.9 µM. 360,000 compounds, 0.4% hits. AID 624268, 2012;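 active = inhibition above a per-plate cutoff of the control wells' mean inhibition plus 3 SD, cut at about 5.5% in these data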;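 note: 0% = DMSO wells median and 100% = median of wells with control inhibitor compound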
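Test system: purified T. brucei MetRS enzyme. Also added: ATP, methionine and E. coli bulk tRNA substrates. Compound: 11.9 µM single point. Schedule: 15 min enzyme-compound preincubation, 2 h reaction, 10 min detection, 25 °C. Signal: luciferase luminescence of residual ATP, Kinase-Glo. Evaluation: percent inhibition versus plate control medians. Controls: DMSO wells, low control.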
CSN deneddyl inh = inhibitors of CSN-mediated cullin deneddylation, primary screen, biochemical, fluorescence polarization, uHTS; Purified CSN, SCF-Nedd8-OG deneddylation; inhibition, % at 12.5 µM; 360,000 compounds, 0.38% hits; AID 651999, 2013;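 active = pattern-corrected inhibition above about 35%, with an unprinted fluorescence ratio check between 0.5 and 1.5, limit read from the data, passing the limit was not always enough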;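 note: 0% = enzyme with substrate and 100% = substrate without enzyme; some results filed as inactive read as strong as hits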
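Assay system: purified human Csn5 enzyme expressed in HEK293T cells; measure: % inhibition; also added: SCFSkp2-Nedd8OG substrate at 10 nM final; technique: fluorescence polarization; times: reaction 90 min, room temperature; medium: Tris buffer pH 7.5, NaCl, DTT, Tween-20, trehalose, ovalbumin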
MsrA inhibitor = bovine MsrA enzyme inhibitors, primary screen, biochemical, absorbance, HTS. purified bovine MsrA, absorbance read-out. inhibition, % at 15.5 µM. 360,000 compounds, 0.75% hits; in the data active = inhibition above about 4.5%;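 note: 0% = vehicle wells with enzyme and 100% = reference inhibitor wells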
DNMT1 inh = human DNMT1 methyltransferase inhibitors, primary screen, biochemical, molecular beacon, fluorescence, HinP1I cleavage, uHTS | inhibition (reported as % activation of signal), % at 10 µM | 360,000 compounds, 0.83% hits | AID 588458, 2011 | DNA (cytosine-5)-methyltransferase 1 (Homo sapiens), P26358; in the data active = inhibition above about 50%
NadD block = inhibitors of S. aureus NadD, primary screen, biochemical, colorimetric, uHTS. Nicotinate-nucleotide adenylyltransferase NadD (Staphylococcus aureus N315). purified NadD enzyme, colorimetric absorbance read-out. inhibition, % at 20 µM. 360,000 compounds, 0.78% hits. AID 602399, 2012; in the data active = inhibition above about 26%; note: some compounds past the cut are filed as inactive
LMPTP block = LMPTP phosphatase inhibitors, primary screen, biochemical, fluorescence intensity, uHTS | Low molecular weight phosphotyrosine protein phosphatase (Homo sapiens), P24666 | recombinant LMPTP-A, OMFP fluorogenic substrate | inhibition, % at 20 µM | 360,000 compounds, 0.22% hits;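 active = compounds that cut the enzyme signal by at least half of the control window in the single-dose screen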;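 note: plate controls were DMSO wells with enzyme plus substrate for no effect and substrate without enzyme for full effect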
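test system = LMPTP-A | amount = 0.625 nM LMPTP-A final | reagent = fluorogenic phosphatase substrate OMFP at 400 µM final | incubation = 50 min at room temperature | benchmarks = no-enzyme low control, uninhibited high control | medium = Bis-Tris pH 6.0, DTT, detergent | signal = fluorescence intensity of OMFP turnover product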
Scp-1 inhibitor = Scp-1 phosphatase inhibitors, primary screen, biochemical, colorimetric, uHTS; Recombinant Scp1, phosphopeptide, malachite green phosphate absorbance; 340,000 compounds, 0.88% hits; Carboxy-terminal domain RNA polymerase II polypeptide A small phosphatase 1 (Homo …; inhibition, % at 20 µM;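 active = inhibition above about 50% at 20 µM, limit read from the data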;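 note: plate controls were DMSO wells with enzyme for no effect and wells lacking enzyme for full effect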
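Material – SCP-1 phosphatase catalytic domain, residues 76-261 · Buffer or medium – Acidic Tris acetate buffer with magnesium and detergent · Also added – Phospho 17-mer peptide substrate · Compound – single 20 µM dose, 1% DMSO · Times – 45 min room-temperature reaction, 5 min colour, 30 min stabiliser · Technique – Phosphate-binding colour reagent, absorbance read at 630 nm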
Numbers without * were called inactive; i = inactive; x = no result given.

SMILES	Rpn11 inh	STEP block	SUMO1-SIM PPI	Tb MetRS inh	CSN deneddyl inh	MsrA inhibitor	DNMT1 inh	NadD block	LMPTP block	Scp-1 inhibitor
Cc1ccc(OCC(=O)NC2CCCc3ccccc32)c(C)c1 (configuration not stated)	i	-2	3	0.0	-1	-0.6	-5	-4	2.5	-8
CC(=O)c1ccc(NC(=O)/C(=C\c2ccco2)NC(=O)c2ccco2)cc1	i	-1	-4	0.1	10	5.7*	-4	0	-0.2	-12
Cc1cc(C)cc(N=C(NO)c2cccc([N+](=O)[O-])c2)c1	i	-9	-10	-1.1	2	0.0	-1	1	-1.3	-3
CCOc1ccc(NC(=O)CN(C)C(=O)c2csc3c2CCCC3)cc1OCC	i	-2	-3	-0.5	0	-0.4	-2	-6	-0.7	-8
NCC(=O)NNC(=O)OCC1c2ccccc2-c2ccccc21	i	-3	-3	-0.5	6	1.5	4	-12	-1.7	-2
CC(C)CC(=O)N1CCN(Cc2cccc(Cl)c2)CC1	i	8	9	-0.7	-3	0.5	-5	-3	-2.5	-3
CCSc1nc2sc3c(c2c2[n+]1CC(CBr)O2)CCCC3 (configuration not stated)	i	1	2	-0.6	2	-0.3	3	-5	1.1	0
CNc1cc(CSC)nc(SCc2ccc(Cl)cc2Cl)n1	i	-4	2	2.5	-1	0.0	-6	2	5.8	0
CCN(CC)c1ccc(C(=O)OCC(=O)c2ccco2)cc1	i	0	3	-0.8	0	1.5	-2	11	1.9	3
COc1ccc(NC(=O)C2(C)CCN2Cc2ccccc2Cl)cc1OC (configuration not stated)	i	0	1	-0.4	6	1.6	-4	-1	-0.1	x
CCOC(=O)c1c(NC(=O)CCl)sc(CN(C)C)c1-c1ccccc1	i	-2	-1	-0.1	0	-0.4	3	-3	1.1	-5
Cc1cc(NS(=O)(=O)c2ccc(NC(=O)C(c3ccccc3)c3ccccc3)cc2)no1	i	-7	3	-0.5	2	-1.4	7	-2	-1.4	-14
COc1ccc(C2=NN(C(=O)c3ccccc3)C(c3ccc(OC)c(OC)c3)C2)c(O)c1 (configuration not stated)	i	2	-9	-0.9	5	-0.1	-3	-10	2.9	-12
CCOc1ccc(N(C)S(=O)(=O)c2ccc(C)c(C(=O)OCC(=O)c3c[nH]c4ccccc34)c2)cc1	i	-2	0	-0.1	7	0.7	-13	8	4.5	-9
O=C(Nc1nnc(C23CC4CC(CC(C4)C2)C3)s1)c1ccc(N2C(=O)CCC2=O)cc1	i	28	4	-0.6	5	0.4	36	8	3.7	49
OCC1(Cc2ccccc2)CCN(Cc2cnn(-c3ccccc3F)c2)CC1	i	4	4	-0.3	-5	0.2	2	-9	-1.5	-2
CCN1CCN(C(=O)NC(c2ccc(C)c(F)c2)C(Cl)Cl)CC1 (configuration not stated)	i	-1	-2	-0.3	3	-0.3	-4	-4	-3.2	-7
Cc1ccc(NC(=O)CN2C(=O)N/C(=C/c3cc(C)n(-c4ccc(C(=O)O)cc4)c3C)C2=O)cc1	i	10	-3	1.2	7	4.0	67*	11	1.2	63*
Cc1ccc(-c2cc(C(=O)N/N=C/C=C/c3ccccc3)n[nH]2)o1	i	1	-4	0.2	1	2.8	-7	10	2.0	1
O=C1/C(=C/c2ccc(F)c(F)c2)CSc2sccc21	i	1	0	1.8	-4	-0.8	-1	-2	3.0	-13
CC1N(C(=O)N(C)C)CCN1S(=O)(=O)c1ccccc1 (configuration not stated)	i	-1	7	-0.6	0	0.3	1	-4	-0.8	-3
[O-]/C(=C(\C(=S)Nc1ccccc1F)[n+]1ccccc1)c1ccc(-c2ccccc2)cc1	i	1	-6	-0.2	0	0.3	-12	31*	2.3	-3
O=S(=O)(c1ccccc1)n1cc(-c2cccc3nccn23)c2ccccc21	i	0	6	-0.3	5	0.5	-16	7	4.3	x
Cc1ccn(-c2ccc(NC(=O)c3cccs3)cc2)n1	i	0	6	-1.4	-4	2.4	-3	-1	1.5	-8
Cc1noc(C)c1S(=O)(=O)N1CCC(C(=O)N2CCN(c3ccccc3Cl)CC2)CC1	i	1	9	-0.2	4	-0.2	2	-2	0.3	-5

Ordered by the number under CSN deneddyl inh (largest number first): three of the compounds above
smiles	CSN deneddyl inh
Cc1noc(C)c1S(=O)(=O)N1CCC(C(=O)N2CCN(c3ccccc3Cl)CC2)CC1	4
Cc1cc(NS(=O)(=O)c2ccc(NC(=O)C(c3ccccc3)c3ccccc3)cc2)no1	2
CC(C)CC(=O)N1CCN(Cc2cccc(Cl)c2)CC1	-3

(more compounds)
SMILES	Rpn11 inh	STEP block	SUMO1-SIM PPI	Tb MetRS inh	CSN deneddyl inh	MsrA inhibitor	DNMT1 inh	NadD block	LMPTP block	Scp-1 inhibitor
CC(=O)c1ccc(N2CCN(C3CCC(C(C)(C)C)CC3)CC2)cc1 (configuration not stated)	i	-4	1	-0.4	0	1.0	7	-8	-0.8	-7
Cc1ccccc1NC(=O)/C(C#N)=C/c1ccc(-c2ccc(Cl)c(C(=O)O)c2)o1	i	7	3	-0.1	7	1.9	12	-2	0.1	31
CCOc1cc2c3c(c1)C(C)CC(C)(C)N3C(=O)C2=O (configuration not stated)	i	1	-21	-1.5	1	0.6	6	6	-1.3	3
CC(Sc1ncccn1)C(=O)Nc1ccc2c(c1)OCCO2 (configuration not stated)	i	-4	1	-0.7	0	1.5	-8	-7	0.0	5
COc1cc(/C=N/n2c(-c3ccccc3)n[nH]c2=S)cc(OC)c1O	i	4	0	-0.3	-3	3.9	1	5	-1.5	-6
CC1(C)CC(NC(=O)CCC2CCCC2)CC(C)(C)N1	i	-2	1	0.1	2	0.3	-1	-4	-2.2	0
Nc1nnc(CCS(=O)(=O)c2cc(Cl)ccc2Cl)s1	i	12	-1	0.5	0	0.0	1	-2	-3.0	-15
CCCCOc1cccc(OCCCC)c1C(=O)Nc1cc(C)on1	i	3	0	0.2	-2	-0.1	0	-2	0.0	-11
COc1ccc(NC(=O)CS(=O)c2cccc(C(F)(F)F)c2)cc1 (configuration not stated)	i	-1	-5	-0.6	3	-0.6	4	-6	-0.6	-4
Cc1c(CCO)c(=O)[nH]n1S(=O)(=O)c1cccc(C(F)(F)F)c1	i	1	1	-0.2	1	1.0	1	0	-0.7	-8
CCOC(=O)N(C)c1c(CC)nc2c(OCc3ccccc3C)cccn12	i	0	3	-0.3	2	2.9	2	2	-0.8	x
CCOc1ccc2nc(NCCNC(=O)Nc3cccc(C)c3)c(C#N)cc2c1	i	3	-3	-0.1	-19	0.4	-7	18	-1.4	5
COc1ccc(C(=O)OC(C)CN2CCOCC2)cc1 (configuration not stated)	i	2	5	-1.3	-3	-0.7	-2	4	-0.1	-10
O=C1O/C(=C/c2ccccc2)c2ccccc21	i	2	-13	-0.7	-3	0.6	-3	-1	0.6	-13
COC(=O)c1ccc2c(c1)C(=O)/C(=C/c1ccc(O)cc1)O2	i	-1	47*	0.0	14	-0.8	-5	-2	7.1	18
CCN(CC)S(=O)(=O)c1ccc2[nH]cc(C(=O)NCCCN3CCCCC3)c(=O)c2c1	i	-1	1	-0.8	1	2.9	2	-1	-1.1	6
Cc1cc(SCC(=O)Nc2cccc(S(=O)(=O)NC3=NCCCCC3)c2)c(C)cc1Br	i	1	3	1.9	6	-1.3	-8	-13	3.5	-10
COc1cccc(C(=O)N(c2ccccc2)C2C=CS(=O)(=O)C2)c1 (configuration not stated)	i	-3	-2	-0.4	2	0.2	2	0	-0.1	7
C[C@@]12C(=O)Nc3ccc(F)cc3C(=O)N1[C@H]1c3cc(Br)ccc3OC[C@@H]1[C@@H]2c1ccccc1	i	8	-25	-0.2	3	-0.2	-5	7	3.2	-11
CCOC(=O)c1[nH]c2c(c1-c1ccccc1)C(=O)CC(c1ccccc1)C2 (configuration not stated)	i	-1	-2	2.7	-1	0.9	5	2	-1.1	4
COc1cc(OC)c(C(=O)N2CCN(c3ccccn3)CC2)cc1OC	i	4	9	-0.2	-1	-0.1	3	-1	1.3	-8
CCC(C)(C)NC(=O)CCn1c(-c2ccccc2)cc(C(C)=O)c1C	i	2	-3	-1.2	-2	1.6	-2	-5	-1.8	-4
Cc1ccc(CN(C)C(=O)COc2ccc(S(=O)(=O)N3CCCC3)cc2[N+](=O)[O-])c(C)c1	i	1	-18	-0.5	-3	0.4	-24	-1	0.1	-12

Some entries already given, reduced to Scp-1 inhibitor and STEP block:
structure	Scp-1 inhibitor	STEP block
COC(=O)c1ccc2c(c1)C(=O)/C(=C/c1ccc(O)cc1)O2	18	-1
CCN(CC)S(=O)(=O)c1ccc2[nH]cc(C(=O)NCCCN3CCCCC3)c(=O)c2c1	6	-1
Cc1cc(SCC(=O)Nc2cccc(S(=O)(=O)NC3=NCCCCC3)c2)c(C)cc1Br	-10	1
COc1cccc(C(=O)N(c2ccccc2)C2C=CS(=O)(=O)C2)c1 (configuration not stated)	7	-3
C[C@@]12C(=O)Nc3ccc(F)cc3C(=O)N1[C@H]1c3cc(Br)ccc3OC[C@@H]1[C@@H]2c1ccccc1	-11	8
CCOC(=O)c1[nH]c2c(c1-c1ccccc1)C(=O)CC(c1ccccc1)C2 (configuration not stated)	4	-1
